Compound activity from PubChem BioAssay.
Growth percent in the NCI-60 one-dose screen (48 h, 10 µM unless noted): 100 = growth as untreated, 0 = no growth, -100 = all killed.
HL-60(TB) – HL-60(TB) leukemia cells. actives 9% (n = 78,000); active = growth percent below 10
Active calls of the source: *; & = joins results of further samples; [ ] = another dose, or the depositor's remark. These rows are one share of the data; count on the stated rates, not on these rows.

SMILES | HL-60(TB)
C=CCC(O)[C@@]1(C)O[C@@H]1CC[C@H](C)C[C@H](CC=C)OC(C)=O (stereo partly specified) | 97
COc1ccc(C(=O)/C=C/c2ccc(OCc3ccc(C)cc3)c(OC)c2)cc1OC | 41
CNC(=O)c1cc(-n2ccc3cc(NC(=O)Nc4ccccc4)ccc32)ccn1 | 78
Cc1ccccc1C(=O)N1CCc2cc(-c3nc(NC(=O)Cc4ccc5c(c4)OCO5)sc3C)ccc21 | 77
CNC(=O)c1cc(-n2ccc3cc(NS(=O)(=O)c4ccccc4)ccc32)ccn1 | 91
c1ccc2c(c1)ccc1oc3ccc4ccccc4c3c12 | 100
Cc1oc(-c2ccc3cccnc3n2)nc1CNC1CCCCCC1 | 101
O=C1c2ccccc2S(=O)(=O)N1CO | 77
O=C(Nc1ccccc1Cl)C1=NCC(=O)N(c2ccccc2)N1 | 93
CC(=O)C1CCC(C)=CC1=O (stereo unspecified) | 119
COc1ccc(-c2nnc(-c3c(-c4ccc(F)cc4)nc4ccccn34)o2)cc1OC | 106
COc1ccc(-c2nn(-c3cccc(NC(=O)Nc4cc(C(F)(F)F)cc(C(F)(F)F)c4)c3)cc2-c2ccncc2)cc1Cl | -25*
CCOC(=O)c1cc(C(=O)c2cc(OC)cc(OC)c2)n2c1ccc1ccccc12 | 96
CC1=C(C#N)C2=NNC(=Nc3ccccc3)NN2C(c2ccccc2)=C1 | 150
COc1cc(F)c(-c2nc3cccc(C)c3n2Cc2c(F)cccc2F)c(F)c1 | 64
CC(C)CC(CC(C)C)=NC(C)(C)CO | 104
O=C1NC(=O)/C(=C/c2ccccc2)N1 | 97
Cc1ccc(C(Cc2ccccc2)NC(C)CO)cc1 (stereo unspecified) | 103
N#Cc1c(-c2ccccc2)cc(-c2ccccc2)n(CCCCC(=O)Nc2ccccc2N)c1=O | 11
c1ccc(CNc2nc(Nc3ccc(-c4nc5ccccc5[nH]4)cc3)c3cn[nH]c3n2)cc1 | -4.7*
Cc1cc(C)c(NS(=O)(=O)c2ccccc2)c(C)c1 | 106
Cc1ncc(CO)c(C)c1O | 111
CNC1=C([N+](=O)[O-])C(c2ccc(F)cc2OC)C(C#N)=C(c2ccc[nH]2)O1 (stereo unspecified) | 90
O=C(Oc1ccc(/C=C/c2cc(OC(=O)c3ccccc3)cc(OC(=O)c3ccccc3)c2)cc1)c1ccccc1 | 103
COc1ccc(CC2=NCCc3cc(OC)c(OC)cc32)cc1OC | 80&121
(list continues)
SMILES | HL-60(TB)
CCOC(=O)c1c(NC(=O)c2ccc(C(C)C)cc2)sc2cc(O)ccc12 | 61
Oc1c(Cl)cc(Cl)cc1C=NCCSc1ccc(Cl)cc1 | 95
CC(=O)C1OC1(C)C (stereo unspecified) | 100
COc1cc(/C=N/NC(=O)c2ccc(C(F)(F)F)nc2Nc2cc(Cl)ccc2C)cc(OC)c1OC | 107
CN(C)CCOc1ccc2c(c1)C(=O)/C(=C\c1ncc([N+](=O)[O-])n1C)C2 | -52*
c1ccc(CCNc2ncnc3[nH]ncc23)cc1 | 80
O=C(COc1ccc(Cl)cc1Cl)N1N=C(c2ccc(Cl)cc2Cl)CC1(O)c1cc(F)c(Cl)cc1Cl (stereo unspecified) | -98*
COc1ccc(-c2nc3ccc(-c4nnc(SCC(=O)Nc5ccc(C(=O)/C=C/c6ccc(OC)c(OC)c6)cc5)o4)cc3[nH]2)cc1 | 86
O=C(NNC(=O)[C@@H]1C[C@H](C(=O)O)[C@@H]2CC=C[C@@H]21)c1ccncc1 | 87
O=C1CC23OC4ON=C(Br)C4C2C(O)c2ccccc2N13 (stereo unspecified) | 102
CCOC(=O)c1c(NCC(=O)Nc2ccccc2Cl)sc(C(C)=O)c1C | 119
CCO/C=N/C1=C(C#N)C(c2ccc(Cl)cc2)c2sc3c(CC)cccc3c2O1 (stereo unspecified) | -1.0*
COc1ccc(C2C=C(c3ccc(Cl)c(Cl)c3)N=C3SC=C(C)N32)cc1 (stereo unspecified) | 131
Cc1ccc2nc(Nc3ncnc4c3cnn4-c3ccccc3)sc2c1 | 103
COc1ccc(/C=C/C(=O)c2ccc(NC(=O)COc3cccc4cccnc34)cc2)cc1OC | 71
CCC(=O)Nc1ccc(OCc2nnc(-c3ccc(Cl)cc3)o2)c(F)c1 | 99
O=C1N(Cl)C(=O)C(c2ccc(Cl)cc2)(c2ccc(Cl)cc2)N1Cl | 93
Cc1nc2ccc(Br)cc2c(=O)[nH]1 | 108
COc1ccc2ccc(OC)cc2c1 | 95
COc1ccc(/C=C2\Cc3c(Br)cccc3C2=O)c(OC)c1 | 89
C#CCOc1ccc2ncnc(Nc3cccc(NC(=O)C=C)c3)c2c1 | 63
CC(=O)Nc1ccc(NC(C)=O)cc1 | 83
CCOC(=O)C1=C[C@]2(CC)CCCN3CCc4c(n1c1ccccc41)[C@@H]32 | 96
CN(C)CCNC(=O)c1ccc(-c2nc3ccc4[nH]ncc4c3c3c2CCC3)cc1 | -19*
CCC(CC)C(=O)O.[Ag] | 125
The list goes on.
SMILES | HL-60(TB)
O=C(Nc1ccccc1)Nc1cccc(N=Cc2c(O)ccc3ccccc23)c1 | 99
Nc1cc(=O)c2[nH]cnc2[nH]1 | 101
O=c1c2c3c(sc2n2c(CSc4nn5cc(-c6ccccc6)nc5s4)nnc2n1Cc1ccccc1)CCCC3 | 102
COc1ccc(CSc2nc3ccc(Cl)cc3c(=O)n2-c2ccc(Cl)cc2)cc1 | 100
CCOC(=O)C1CSCC1C(=O)OCC (stereo unspecified) | 103
O=[N+]([O-])c1ccc(N=Nc2c(Cl)cc(O)cc2Cl)cc1 | -32*
CNP(=O)(NC)NC | 99
COC(=O)[C@]12CCC(C)(C)C[C@H]1C1=CC[C@@H]3[C@@]4(C)C/C(=C/c5cccnc5)C(=O)C(C)(C)[C@@H]4CC[C@@]3(C)[C@]1(C)CC2 | -13*[100 µM]
CC(C)(C)OC(=O)NCCc1ccc(N=C=S)cc1 | 20
O=C1C=CC(=O)N1c1ccc(O)cc1 | 112
CC(C)/C=N/Nc1ccc([N+](=O)[O-])cc1[N+](=O)[O-] | 87
CC(=O)n1nc(C(=O)OCc2ccccc2)c2ccccc21 | 112
COc1ccc2[nH]cc(CCNC(=O)CN3C(=O)/C(=C/c4cccs4)SC3=S)c2c1 | 92
Nc1cc(-c2c[nH]c3ccc(F)cc23)nc2cc(-c3c[nH]c4ccc(F)cc34)nn12 | -38*
CS(C)(C)/C(Nc1ccccc1)=C(\C#N)C(=O)N/N=C/c1ccccc1 | 89
Nc1ccc(Br)cc1 | 72
Nc1ccc(N=Nc2ccc(N)cc2)cc1 | 58
COc1ccc(C(=O)NC(c2ccccc2Cl)c2cc(Cl)c3cccnc3c2O)cc1 (stereo unspecified) | 95
COc1cccc(/C=C/C(=O)O)c1 | 101
CCOC(=O)c1ccc(NC(=S)NC(=O)c2ccc(NC(=O)c3ccc(C)cc3)cc2OC)cc1 | 107
CN1C/C(=N\N=C(N)N)N(C)C1=O | 103
CCOc1ccc(-c2cnnn2-c2nonc2N)cc1OC | 87
CC(C)c1cc(Br)cc(C(C)C)c1OCCN(C)C | 91
Nc1ccccc1C1(c2ccccc2)N=C(c2ccccc2)c2ccccc2N1 (stereo unspecified) | 94
S=C(NCc1ccco1)Nc1ccccc1 | 82
Following part
SMILES | HL-60(TB)
COc1ccn2c(C(C)=O)cc(C(=O)N3c4ccccc4Sc4ccccc43)c2c1 | 68
Cn1c(=O)c2[nH]c(SCC(=O)c3ccc([N+](=O)[O-])cc3)nc2n(C)c1=O | 107
COc1cc(Cc2cc(-c3ccccc3)nn(CC(=O)c3ccccc3)c2=O)cc(OC)c1OC | 101
CN1C(=O)C(=Cc2cn(CC(O)CN3CCCC3)c3ccccc23)C(=O)N(C)C1=O (stereo unspecified) | 114
COc1ccc(OC)c(C2C(C#N)=C(N)Oc3cc(O)ccc32)c1 (stereo unspecified) | 89
O=C1N(CCl)c2ccccc2C1(Cl)Cl | 102
COc1ccc(OC)c([N+](=O)[O-])c1C(=O)CNC(C)=O | 104
COCC(CN(C)C)OC(=O)c1ccc([N+](=O)[O-])cc1 (stereo unspecified) | 102
COc1ccc(CCC2CCCCN2CCc2ccccc2)cc1 (stereo unspecified) | 73
N#Cc1c(-c2ccccc2)cc(-c2ccccc2)nc1OCc1ccccc1 | 93
Cc1c(C(C)(C)O)cn2ncnc(Oc3ccc(NC(=O)NCCN4CCOCC4)c(Cl)c3)c12 | 102
Cn1nc(C(F)(F)F)c(-c2ccc(Cl)c(C(F)(F)F)c2)c1-c1ccc(OCc2ccc(Cl)cc2)cc1O | 9.3*
CCOC(=O)/C=C1\S/C(=N\Nc2cc(=O)[nH]c3ccc(Cl)cc23)N(c2ccccc2)C1=O | 0.2*
O=[N+]([O-])c1cc(Cl)ccc1Oc1ccc(Cl)cc1 | 116
CSc1cnc2ccccc2n1 | 90
Cc1ccc(OCCCn2ccc(=O)[nH]c2=O)c(C)c1 | 96
O=c1oc2cc(Br)ccc2n1SC(Cl)(Cl)Cl | 105
Cc1cc(-c2ccccc2)c(C)n1Cc1ccc(Cl)cc1 | -27*
Cc1ccc(C2=NN3C(C2)c2ccccc2OC3c2ccc3noc(-c4ccc(Cl)cc4)c3c2)cc1 (stereo unspecified) | 102
O=C(CBr)c1c[nH]c(=O)[nH]c1=O | 96
Nc1nn2c(-c3cc4cc(Br)ccc4oc3=O)ccnc2c1N=Nc1ccc(Br)cc1 | 98
CC(C)(C)OC(=O)NCCC1SC2C=CC1C2 (stereo unspecified) | 90
O=C1Nc2ccccc2/C1=C\C(=O)c1ccc(NS(=O)(=O)c2ccccc2)cc1 | 89
COCCOC(=O)CCCCCC1CCCCC1 | 96
CCN(CC)CCNC(=O)c1cc(Br)c(N)cc1OC | 110

A draw from above in order of formula weight, lowest first.
SMILES | HL-60(TB)
CSc1cnc2ccccc2n1 | 90
S=C(NCc1ccco1)Nc1ccccc1 | 82
O=C(CBr)c1c[nH]c(=O)[nH]c1=O | 96
O=C1N(CCl)c2ccccc2C1(Cl)Cl | 102
COCCOC(=O)CCCCCC1CCCCC1 | 96
Cc1ccc(OCCCn2ccc(=O)[nH]c2=O)c(C)c1 | 96
COc1ccc(OC)c([N+](=O)[O-])c1C(=O)CNC(C)=O | 104
O=[N+]([O-])c1cc(Cl)ccc1Oc1ccc(Cl)cc1 | 116
Cc1cc(-c2ccccc2)c(C)n1Cc1ccc(Cl)cc1 | -27*
COc1ccc(CCC2CCCCN2CCc2ccccc2)cc1 (stereo unspecified) | 73
COc1ccc(OC)c(C2C(C#N)=C(N)Oc3cc(O)ccc32)c1 (stereo unspecified) | 89
CCN(CC)CCNC(=O)c1cc(Br)c(N)cc1OC | 110
N#Cc1c(-c2ccccc2)cc(-c2ccccc2)nc1OCc1ccccc1 | 93
O=c1oc2cc(Br)ccc2n1SC(Cl)(Cl)Cl | 105
Cn1c(=O)c2[nH]c(SCC(=O)c3ccc([N+](=O)[O-])cc3)nc2n(C)c1=O | 107
O=C1Nc2ccccc2/C1=C\C(=O)c1ccc(NS(=O)(=O)c2ccccc2)cc1 | 89
COc1ccn2c(C(C)=O)cc(C(=O)N3c4ccccc4Sc4ccccc43)c2c1 | 68
CCOC(=O)/C=C1\S/C(=N\Nc2cc(=O)[nH]c3ccc(Cl)cc23)N(c2ccccc2)C1=O | 0.2*
COc1cc(Cc2cc(-c3ccccc3)nn(CC(=O)c3ccccc3)c2=O)cc(OC)c1OC | 101
Cc1c(C(C)(C)O)cn2ncnc(Oc3ccc(NC(=O)NCCN4CCOCC4)c(Cl)c3)c12 | 102
Cc1ccc(C2=NN3C(C2)c2ccccc2OC3c2ccc3noc(-c4ccc(Cl)cc4)c3c2)cc1 (stereo unspecified) | 102
Nc1nn2c(-c3cc4cc(Br)ccc4oc3=O)ccnc2c1N=Nc1ccc(Br)cc1 | 98
Cn1nc(C(F)(F)F)c(-c2ccc(Cl)c(C(F)(F)F)c2)c1-c1ccc(OCc2ccc(Cl)cc2)cc1O | 9.3*

Back to the main list with the 2 entries that preceded the break.
SMILES | HL-60(TB)
COCCOC(=O)CCCCCC1CCCCC1 | 96
CCN(CC)CCNC(=O)c1cc(Br)c(N)cc1OC | 110
COc1csc(/C=N/NC(=O)c2[nH]c3ccc(Br)cc3c2-c2ccccc2)c1 | -43*
Cn1c(=O)c2[nH]c(Nc3cc(Cl)ccc3Cl)nc2n(C)c1=O | 113
Nc1nc(N)c2c(n1)NC(c1ccc(F)cc1)CC(c1ccc(Nc3nc(NCCO)nc(Nc4ccc(Cl)cc4)n3)cc1)=N2 (stereo unspecified) | -11*
Cc1cc(C(C)(C)c2cc(C)c(O)c(CN(C)C)c2)cc(CN(C)C)c1O | 81
Cc1nc2sc(C(=O)Nc3cccc4ccccc34)c(N)c2cc1C(=O)c1ccccc1 | -51*
C/C(=N\NC(=O)c1ccccc1O)c1cccc(/C(C)=N/NC(=O)c2ccccc2O)n1 | 6.4*
CCN1C(=O)S/C(=C\c2ccc(Cl)c(Cl)c2)C1=O | 78
CC1(C)C=CC[C@]2(C)[C@H]3CC[C@@H]4[C@H]5[C@H](C(=O)/C=C/c6cccnc6)CC[C@]5(CO)CC[C@@]4(C)[C@]3(C)CC[C@@H]12 | -29*
c1cn2cc(-c3ccsc3)nc(-c3ccc4ncn(C5CCCCC5)c4c3)c2n1 | 97
O=C1/C(=N\c2cc(=O)[nH]n2S(=O)(=O)c2ccccc2)Nc2ccccc21 | 102
COc1ccc(-c2cc(-c3cccnc3)nc3sc(C(N)=O)c(N)c23)cc1OC | 72
Cc1cc(C)n(CC#N)c(=O)c1C#N | 97
CN(C)c1ccc(C2=NN(c3ccc(S(N)(=O)=O)cc3)C(c3ccc(Cl)cc3)C2)cc1 (stereo unspecified) | 52
O=C(O)c1cn(C2CC2)c2cc(N3CCN(C(=O)N4CCCC4)CC3)c(F)cc2c1=O | 102
NS(=O)(=O)c1ccc(Nc2ccccc2)c([N+](=O)[O-])c1 | 121
CN1CCN(CCNC(=O)Nc2ncccc2OCc2cccc(Cl)c2)CC1 | 90
CC1(C)/C(=C/c2ccccc2)C(=O)c2ccccc21 | 104&91
O=C1CSC(c2ccccc2O)N1c1nnc(Cn2ccnc2)o1 (stereo unspecified) | 25
CCCN1[C@@H]2CC[C@H]1/C(=C\c1cc(OC)ccc1OC)C1=C2[C@@H](c2cc(OC)ccc2OC)C(C#N)=C(N)O1 | 43
Cc1cc(C)c(C#N)c(OCc2ccccc2)n1 | 90
CCC(=O)c1c2c(c3ccc4c5ccccc5ccc4n13)C(=O)c1ccccc1C2=O | 90
O=c1cnc(=O)[nH][nH]1 | 144
N=C(N)SCCc1ccccc1 | 86
